Bioassay records (PubChem BioAssay)
14-3-3 Bad PPI – inhibitors of 14-3-3 zeta/Bad binding, primary screen, biochemical, TR-FRET, bovine 14-3-3 zeta; AID 781, 2007; inhibition, % at 21.7 µM; 14-3-3 protein zeta/delta (Bos taurus), P63103; hit rate 0.71% among 220,000; TR-FRET 14-3-3zeta/Dy647-pBad peptide displacement, 1 h;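 active means inhibition above about 70%, limit read from the data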;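 further: 0% = full 14-3-3 plus peptide FRET controls and 100% = background without 14-3-3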
Furin inh – human furin inhibitors, primary screen, biochemical, fluorescence intensity; P09958; purified furin, fluorogenic substrate cleavage; inhibition, % at 30 µM; hit rate 0.061% among 220,000; AID 463115, 2010; in the data active means inhibition above about 25%; further: inactives centre near -15
Target sequence (P09958 108-714 limits assumed): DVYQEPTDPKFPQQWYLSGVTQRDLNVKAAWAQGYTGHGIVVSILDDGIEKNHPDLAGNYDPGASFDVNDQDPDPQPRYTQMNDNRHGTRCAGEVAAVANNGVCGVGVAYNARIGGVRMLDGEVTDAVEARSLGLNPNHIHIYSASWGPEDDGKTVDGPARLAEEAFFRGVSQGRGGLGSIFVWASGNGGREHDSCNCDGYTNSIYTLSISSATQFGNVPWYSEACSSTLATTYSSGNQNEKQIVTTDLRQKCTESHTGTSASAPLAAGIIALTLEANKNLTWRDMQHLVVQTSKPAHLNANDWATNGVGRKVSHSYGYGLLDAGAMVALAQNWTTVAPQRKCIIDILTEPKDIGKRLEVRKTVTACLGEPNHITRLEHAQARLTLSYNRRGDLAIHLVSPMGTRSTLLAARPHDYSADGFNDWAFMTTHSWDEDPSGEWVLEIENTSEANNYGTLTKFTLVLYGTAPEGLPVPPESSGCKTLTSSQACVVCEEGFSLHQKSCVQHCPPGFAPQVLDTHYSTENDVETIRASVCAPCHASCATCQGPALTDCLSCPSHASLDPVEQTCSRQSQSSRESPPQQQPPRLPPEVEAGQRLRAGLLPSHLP
EBV gp42 inh – Epstein-Barr virus gp42 inhibitors, primary screen, biochemical, uHTS, fluorescence polarization; Glycoprotein 42 (Epstein-Barr virus (strain AG876)), Q1HVG2; Fluorescence polarization binding assay, mP read-out; inhibition, % (tested at 21.74 µM); hit rate 0.42% among 220,000; in the data active means inhibition above about 50%
Target sequence (Q1HVG2 whole entry, looked up): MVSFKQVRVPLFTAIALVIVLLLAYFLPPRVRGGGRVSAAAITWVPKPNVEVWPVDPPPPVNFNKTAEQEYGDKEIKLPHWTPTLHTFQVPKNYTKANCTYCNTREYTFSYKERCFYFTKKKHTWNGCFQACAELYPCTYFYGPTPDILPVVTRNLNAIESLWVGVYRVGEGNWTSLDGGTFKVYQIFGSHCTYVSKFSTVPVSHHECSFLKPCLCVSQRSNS
p47phox inh – p47phox/p22phox peptide binding inhibitors, primary screen, biochemical, uHTS, NADPH oxidase regulatory subunit; Neutrophil cytosol factor 1 (Homo sapiens), P14598; fluorescence polarization, 2 h; inhibition, % at 24.7 µM; hit rate 0.53% among 220,000;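 further: 0% = p47phox with labelled peptide and 100% = labelled peptide alone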
Rad51 HR inh – human RAD51 strand exchange inhibitors, primary screen, biochemical, fluorescence; hit rate 0.085% among 200,000; inhibition, % at 10 µM; DNA repair protein RAD51 homolog 1 (Homo sapiens), Q06609; AID 1385, 2008; hRad51 DNA strand exchange, fluorescence dequenching;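 active means inhibition above 40% at the single screening dose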;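 further: 0% = DMSO control wells and 100% = blanks with heterologous ssDNA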
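Test system – preformed human Rad51 ssDNA filaments · Reagent – Donor/quencher-labelled 47-bp dsDNA substrate · Incubation – 37 °C 15-min filament assembly, 30-min compound preincubation, 15-min exchange · Signal – FRET fluorescence dequenching, excitation 485 nm, emission 520 nm · Read-out – percent inhibition from fluorescence, normalised to plate control and blank means · Benchmarks – plate control and blank wells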
thrombin 1536 – human alpha-thrombin inhibitors, primary screen, counter-screen for coagulation protease inhibitor project, biochemical, 1536-well, fluorogenic AMC substrate | Prothrombin (Homo sapiens), P00734 | Boc-VPR-AMC fluorogenic substrate cleavage | inhibition, % at 5 µM | hit rate 0.26% among 220,000 | AID 1046, 2008;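 active means inhibition at or above 40%; inactive means inhibition below 40%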;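 further: 0% = enzyme with no compound and 100% = wells without enzyme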
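Assay system: human alpha-thrombin enzyme. Reagent: Boc-VPR-AMC substrate, 15 µM final. Compound dosing: one concentration per compound, 5 µM, with 0.2% DMSO. Incubation: room-temperature reaction. Technique: AMC fluorescence, 355/460 nm. Measure: % inhibition relative to enzyme controls and enzyme-free blanks.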
eIF4E 4G PPI – eIF4E–eIF4G protein interaction inhibitors, primary screen, biochemical, uHTS, TR-FRET, eIF4GI fragment; Eukaryotic translation initiation factor 4E (Mus musculus) + Eukaryotic translation …; hit rate 0.37% among 220,000; TR-FRET eIF4E-eIF4GI(517-606) binding, 2 h; inhibition, % at 21.7 µM;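 further: 0% = full FRET control wells and 100% = background wells lacking eIF4GI fragment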
KLK5 inh – human KLK5 protease inhibitors, primary screen, biochemical, 1536-well; Kallikrein-5 (Homo sapiens), Q9Y337; recombinant hK5, fluorogenic AMC substrate cleavage; inhibition, % at 5 µM; hit rate 0.59% among 210,000; AID 873, 2007;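 active means inhibition of 40% or more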;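 further: 0% = enzyme controls without compound and 100% = no-enzyme blanks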
Target sequence (Q9Y337 67-293 limits assumed): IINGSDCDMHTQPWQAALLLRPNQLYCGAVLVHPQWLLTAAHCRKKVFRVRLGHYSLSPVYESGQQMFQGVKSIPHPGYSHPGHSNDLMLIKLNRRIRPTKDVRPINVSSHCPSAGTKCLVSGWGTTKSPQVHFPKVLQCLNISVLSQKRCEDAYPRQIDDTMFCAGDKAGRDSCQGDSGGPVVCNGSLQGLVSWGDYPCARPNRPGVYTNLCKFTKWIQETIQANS
Cl transport mod – KCC2 cotransporter modulators, thallium flux, primary screen, cell-based, HEK293 KCC2, FluoZin-2 fluorescence, MLSMR; Solute carrier family 12 member 5 (Homo sapiens), Q9H2X9; KCC2 cells, thallium flux FluoZin-2 fluorescence; B-score of Tl+ flux slope (higher = more flux/activation; lower = inhibition) at 10 µM; hit rate 2.2% among 190,000; AID 1456, 2008;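 active means thallium flux slope and its plate-corrected score both differing from the plate sample mean at a set confidence after two filtering rounds, in either direction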;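 further: slope of fluorescence scaled to starting intensity during 10 to 20 s after thallium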
* hit, by the source's call; / = no result given; [ ] = dose if it differs, or a comment.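 How the source made its calls, unless noted: active means inhibition above about 30% (limit read from the data); inactive means the rest.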

SMILES	14-3-3 Bad PPI	Furin inh	EBV gp42 inh	p47phox inh	Rad51 HR inh	thrombin 1536	eIF4E 4G PPI	KLK5 inh	Cl transport mod
Cc1ccc(NC(=O)C(NC2CCCc3ccccc32)c2ccccc2)c([N+](=O)[O-])c1 (stereo unspecified)	11	-1	9	-10	0	0	3	-19	-0.39
Cc1cccc(N(CC(=O)NC2CCCCC2)C(=O)Cn2nnc(-c3ccc(C)o3)n2)c1	-4	-23	-4	-2	1	-2	0	5	-0.18
COC(=O)c1ccc(CSc2ccc3nnc(-c4ccc(F)cc4)n3n2)o1	-14	-17	-11	-12	-2	-8	0	4	-0.89
COc1ccc(C(=O)NC(=S)NCCO)cc1Br	-6[fluorescence artefact?]	-11[20 µM]	-13	-4	-2	7	-2[fluorescence artefact?]	3	4.7*
C=CCOC(=O)CCC(=O)Nc1cc(OC)nc(OC)n1	15	-23[20 µM]	-7	-2	-3	-4	3	-11	1.1
CCCC(=O)C1=C(O)C(C(=O)OC)C(C)(C)CC1=N (stereo unspecified)	0	-17	1	-7	-1	-13	-1	-15	/
Cc1cc(N/C=C\c2nnnn2-c2ccccc2)no1	-12[fluorescence artefact?]	-22	-13	-10	-6	-7	2	-22	-0.28
O=c1[nH]c2cc3c(cc2cc1CN(Cc1nnnn1CC1CCCO1)C1CCCC1)OCO3 (stereo unspecified)	57	-82	-3	-5	/	0	2	-3	-1.3
O=C(CNC(=O)C(c1ccccc1)c1ccccc1)N/N=C/c1ccc(O)cc1O	-15	-2	0	-22	/	-7	1	-1	0.06
O=S(=O)(c1ccc2nc(-c3ccco3)c(-c3ccco3)nc2c1)N1CCOCC1	-4	-19	-2	-3	2	7	23	-26	-0.047
Cc1cc(NC(=O)CSc2nc(-c3ccc(Cl)cc3)cs2)no1	-1	-16[20 µM]	-20	-18	-2	6	2	-13	1.1
O=[N+]([O-])c1cccc(NC(=S)N2CCOCC2)c1	17	-7	-8	-1	0	-1	1	-12	0.69
CCN1C(=O)NC(c2cccnc2)C(C(=O)OC)=C1C (stereo unspecified)	7[fluorescence artefact?]	-24	-6	-11	-8	3	2[fluorescence artefact?]	-5	0.23
O=C(c1ccco1)N1CCN(C(=O)C2c3ccccc3Oc3ccccc32)CC1	6	-20[20 µM]	0	5	-5	2	16	-2	/
CCCCCCn1c(SCC(=O)OC)nc2c1c(=O)[nH]c(=O)n2C	3	-23	-13	-6	-1	-4	-2	-12	0.011
O=C(CN1CCN(c2ccc(F)cc2)CC1)Nc1cc(C(F)(F)F)ccc1Cl	4	-17	7	-15	0	2	4	-1	/
CCn1cc(C(=O)OCC(=O)NCc2ccc3c(c2)OCO3)c(=O)c2ccc(C)nc21	16[fluorescence artefact?]	-21	-43	-9	1	-1	8[fluorescence artefact?]	-6	-0.038
O=C(O)C1C2C=CC(C3CC23)C1C(=O)N1CCc2ccccc21 (stereo unspecified)	6[fluorescence artefact?]	-4[20 µM]	-29	-10	-7	4	-3	-5	0.33
COc1cc(-c2nc3ccc4ccccc4c3c3c2CCC3)ccc1O	-20	-12	-2	-8	-5	-5	7	-13	-1
CC1=CC(C)=Nc2ccccc2N1	46	-14[20 µM]	-6	-2	/	0	9	4	0.33
CC(C)(C)n1nc2c(c1NC(=O)c1cc3ccccc3o1)CSC2	-27	-20	3	-5	-17	1	-5	-14	-0.68
COc1ccc(-c2nc(CN3CCCCC3CCc3ccccn3)c(C)o2)cc1 (stereo unspecified)	-10	-11	-6	-9	-35	2	-2	-1	-0.54
Cn1cnc([N+](=O)[O-])c1SCC(=O)NN	4	-18	-18	3	-1	-3	4	-1	0.4
CCOc1ccc(-n2c(=S)sc3c(=O)[nH]c(SCC(=O)C(C)(C)C)nc32)cc1	-4	-23	-1	9	12	18	5	1	-2.2
O=c1nc(-c2ccccc2)n(-c2ccc(Cl)cc2)[nH]1	-1[fluorescence artefact?]	-18	-15	-8	8	-13	9	4	0.91

(cont.)
SMILES	14-3-3 Bad PPI	Furin inh	EBV gp42 inh	p47phox inh	Rad51 HR inh	thrombin 1536	eIF4E 4G PPI	KLK5 inh	Cl transport mod
O=C(c1ccc(F)cc1F)N1CCN(c2ncccn2)CC1	-2	-19[20 µM]	-13	-7	-1	-3	7	-8	0.047
OCCSc1nc2ccccc2n1CCOc1ccccc1	-1	-19[20 µM]	-20	-2	-1	-4	-7	-20	/
COc1cc(C2NC(=O)NC(c3ccccc3)=C2C(C)=O)ccc1OCC(=O)O (stereo unspecified)	-1[fluorescence artefact?]	1[20 µM]	-9	-7	2	3	-1[fluorescence artefact?]	-8	0.38
Cn1c(SCC(=O)NCc2cccs2)nnc1-c1ccco1	-3	-12[20 µM]	1	-8	0	-7	-11	-8	-0.54
O=C(Nc1nc(-c2ccccc2)cs1)C1CCCO1 (stereo unspecified)	1[fluorescence artefact?]	9[20 µM]	5	-2	-3	-13	-1[fluorescence artefact?]	-23	-2
Cc1cc(Nc2ccc3c(c2)OCCO3)n2ncnc2n1	3	-26	-4	-16	1	-5	-1	-8	1.1
Cc1ccc(S(=O)(=O)N2CCN(C(=S)NCCc3ccccc3)CC2)cc1	-13	-16	0	-21	-6	/	-2	-3	-0.23
COC(=O)[C@H](Cc1ccccc1)NC(=O)NCc1ccccc1	2	-10	4	-4	/	-8	0	-3	-1.9
CCCN(Cc1ccccc1)C(=S)Nc1ccc(F)cc1	-20	-32	-3	-8	-2	4	-3	-16	-0.58
CCOc1ccccc1NC(=O)Nc1cc(C(=O)O)ccc1C	-6	-22	-3	-1	-8	-7	0	-16	-0.24
O=C(NCc1nnc(SCc2ccc(C(F)(F)F)cc2)n1-c1ccccc1)C12CC3CC(CC(C3)C1)C2	-4	-12	-9	-38	-2	-5	10[fluorescence artefact?]	1	-0.14
Cc1sc2nc(Cc3ccccc3)[nH]c(=O)c2c1-c1ccccc1	6	-17	-1	10	21	-9	5	-8	2
Cc1ccc(NC2=C/C(=N\S(=O)(=O)c3cccs3)c3ccccc3C2=O)c(C)c1	5	-25[20 µM]	5	-6	8	3	-3	-6	-0.022
CC1CC(=O)C2=C(C1)Nc1ccccc1N(C(=O)COc1ccccc1)C2c1ccco1 (stereo unspecified)	14	-8	-20	1	4	10	5	4	/
COc1ccc(C(=O)SC2=NCCS2)cc1OC	5	-3[20 µM]	-20	-12	0	-3	-2	38	0.45
COCc1nnc(NC(=O)CCCOc2ccccc2OC)s1	22	-16	-9	-1	-4	-20	8	-19	/
Nc1sc(-c2ccccc2)cc1-c1n[nH]c(=S)n1C1CCCCC1	-8	-12	-8	-14	-1	3	6	-9	4
COc1ccc(C2CC(c3ccccc3)=NN2C(=O)CSc2ncccn2)cc1 (stereo unspecified)	4	-6	-17	-7	-2	-11	4	4	-1.3
COc1ccc(/C(C)=N/Nc2ccc(C(=O)O)cc2)cc1OC	10	-8	-4	-6	/	-2	1	-20	0.0029
O=C(NC(=S)Nc1ccccc1Cl)c1cncc(C#Cc2ccccc2)c1	-5	3	-6	-8	9	2	-9	-2	12*
COc1ccc(CN(CCN2CCOCC2)C(=O)c2c(F)cccc2F)cc1OC	80*	-20	-22	-10	-5	3	-3	-2	0.28
COc1ccc(C)cc1NC(=O)C1C2C=CC(C2)C1C(=O)O (stereo unspecified)	13	-18[20 µM]	-19	-8	2	0	-2[fluorescence artefact?]	-10	0.4
CCN(CC)c1ccc(C2C3CCCCC3(O)CCN2C(=O)c2cccs2)cc1 (stereo unspecified)	-5	-1	2	-4	-4	-8	0	-3	-1.2
Cc1ccccc1NC(=O)COc1nsnc1N1CCOCC1	-6	11[20 µM]	-7	-12	1	1	4	-3	-0.6
O=c1cc(CSc2nnc(C3CC3)n2Cc2ccccc2)nc2sccn12	3	-26	7	-3	-1	-5	2	-6	-1.6

The last six records of the part before lead into the next.
SMILES	14-3-3 Bad PPI	Furin inh	EBV gp42 inh	p47phox inh	Rad51 HR inh	thrombin 1536	eIF4E 4G PPI	KLK5 inh	Cl transport mod
O=C(NC(=S)Nc1ccccc1Cl)c1cncc(C#Cc2ccccc2)c1	-5	3	-6	-8	9	2	-9	-2	12*
COc1ccc(CN(CCN2CCOCC2)C(=O)c2c(F)cccc2F)cc1OC	80*	-20	-22	-10	-5	3	-3	-2	0.28
COc1ccc(C)cc1NC(=O)C1C2C=CC(C2)C1C(=O)O (stereo unspecified)	13	-18[20 µM]	-19	-8	2	0	-2[fluorescence artefact?]	-10	0.4
CCN(CC)c1ccc(C2C3CCCCC3(O)CCN2C(=O)c2cccs2)cc1 (stereo unspecified)	-5	-1	2	-4	-4	-8	0	-3	-1.2
Cc1ccccc1NC(=O)COc1nsnc1N1CCOCC1	-6	11[20 µM]	-7	-12	1	1	4	-3	-0.6
O=c1cc(CSc2nnc(C3CC3)n2Cc2ccccc2)nc2sccn12	3	-26	7	-3	-1	-5	2	-6	-1.6
CCOC(=O)c1ccc(CNS(=O)(=O)c2c(C)ccc3nsnc23)o1	5	4[20 µM]	-6	-12	-7	-4	2	17	-0.064
CCCC1=C(C(=O)OCC)C(c2ccco2)n2ncnc2N1 (stereo unspecified)	8	-8	-16	-16	5	0	-5	1	-1
COc1ccc(-c2[nH]ncc2CN2CCC(OCc3ccccn3)CC2)c(F)c1	3	-8	-7	-4	-6	-5	-1	-1	0.26
CCOc1ccccc1CN1CCN(Cc2nc3ccccc3s2)CC1CCO (stereo unspecified)	-9	-1	9	-24	1	-9	-3	-2	0.94
O=C1NC(=O)/C(=C/c2ccc(O)cc2)S1	-9	-14	-23	-24	-1	3	-7	3	1.5
Cc1ccc(C(=O)CCNc2cccc(Br)c2)o1	11	-14	-12	-14	-3	0	-4	-3	/
CCN1CCN(C(=O)c2ccc3c(c2)N(Cc2ccc(F)cc2)C(=O)c2ccccc2S3=O)CC1 (stereo unspecified)	-6[fluorescence artefact?]	-22	-11	-1	-2	-2	0	-5	0.78
CN(N)C(=S)NCc1ccccc1	-5	-21[20 µM]	-35	-4	0	0	3	5	-0.12
Cc1oc2c(CN(C)C)c(O)ccc2c(=O)c1-c1cscn1	31	-27	-12	-4	-8	-6	0	-12	0.45
O=C(c1ccccc1)N1CCCCC(S(=O)(=O)c2ccc3ccccc3c2)C1=O (stereo unspecified)	7	-11[20 µM]	7	-7	0	-1	1	-10	-0.75
O=C(CSc1ncnc2c1nnn2Cc1ccccc1)NC1CCCC1	4	-17	-13	-1	1	-5	-1	-2	-0.78
N#C/C(=C/c1ccc(Oc2ccc([N+](=O)[O-])cn2)cc1)C(=O)N1CCOCC1	-3	0	-25	-30	1	4	1	-19	-0.65
CNC(=O)COC(=O)c1ccccc1Nc1ccccc1	-5	-13	-1	0	7	-14	-1	-4	0.12
COc1cccc(Cn2c(=O)sc3ccccc3c2=O)c1	0	-14	-6	13	-8	-4	2	-5	-1.1
